# Bioassay records as filed in PubChem.
# NALP1 yeast inh: inhibitors of NALP1 inflammasome in yeast; 280,000 compounds, 0.61% hits; S. cerevisiae NALP1/ASC/caspase-1 growth, X-gal OD620, 72 h; inhibition, % at 10 µM; in the data active = inhibition mostly above about 24%, no sharp cut-off; inactive = mostly below about 32%; also: some compounds called inactive have numbers as strong as hits
# GPR7 antag: antagonists of human GPR7 (neuropeptides B/W receptor 1); P48145; GPR7-expressing cells, fluorescence antagonist assay; inhibition, % at 4.4 µM; 290,000 compounds, 1.1% hits; AID 1861; in the data active = inhibition above about 16%, passing the limit was not always enough;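 also: cells stimulated with the agonist NPW; 0% = agonist with vehicle and 100% = vehicle without agonist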
# Target sequence (P48145 whole entry, looked up): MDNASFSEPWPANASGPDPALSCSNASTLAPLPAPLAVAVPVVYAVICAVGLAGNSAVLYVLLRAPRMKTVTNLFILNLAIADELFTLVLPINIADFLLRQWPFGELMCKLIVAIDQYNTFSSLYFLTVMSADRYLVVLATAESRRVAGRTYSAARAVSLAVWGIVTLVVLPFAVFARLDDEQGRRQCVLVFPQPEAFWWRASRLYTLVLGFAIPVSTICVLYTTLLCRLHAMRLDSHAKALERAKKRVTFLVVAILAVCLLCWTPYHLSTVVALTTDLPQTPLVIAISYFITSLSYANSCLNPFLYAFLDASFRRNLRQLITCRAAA
# MEKK2mut PB1 HTS: signal of MEK5 binding to mutant human MEKK2 PB1 domain. bead flow cytometry, Alexa488-MEK5 binding to MEKK2 mutant. 290,000 compounds, 0.35% hits. percent response, % at 10 µM; in the data active = percent response above about 24%, passing the limit was not always enough; also: inactives centre near 1; some results filed as inactive read as strong as hits
# OXTR agonist: agonists of human oxytocin receptor; P30559; CHO-OTR cells, Fluo-8 calcium fluorescence; normalized: DMSO 0%, oxytocin 100%; activation, % at 3 µM; 320,000 compounds, 0.32% hits; AID 2435;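 active = activation above the mean of all tested compounds plus 3 SD, cutoff set per screening run, cut at about 20% in these data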;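 also: peak over basal fluorescence ratio from a 100 s FLIPR kinetic read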
# Target sequence (P30559 whole entry, looked up): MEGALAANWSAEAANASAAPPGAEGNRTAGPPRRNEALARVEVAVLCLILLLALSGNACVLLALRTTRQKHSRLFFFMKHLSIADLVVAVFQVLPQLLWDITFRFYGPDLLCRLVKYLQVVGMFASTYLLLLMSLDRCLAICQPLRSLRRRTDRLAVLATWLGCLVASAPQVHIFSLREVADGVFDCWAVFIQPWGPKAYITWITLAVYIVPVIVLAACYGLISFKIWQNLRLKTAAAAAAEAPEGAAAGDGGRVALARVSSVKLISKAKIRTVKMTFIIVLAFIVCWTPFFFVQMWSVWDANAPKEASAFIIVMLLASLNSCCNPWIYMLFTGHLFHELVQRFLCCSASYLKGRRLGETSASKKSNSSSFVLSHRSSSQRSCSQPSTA
# PfM18AAP inh: blocks P. falciparum M18 aspartyl aminopeptidase; inhibition, % at 7.35 µM; 290,000 compounds, 1.2% hits; recombinant PfM18AAP, H-Glu-NHMec fluorogenic cleavage;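 active = inhibition above the campaign mean inhibition over all tested compounds plus 3 SD, cut at about 28% in these data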;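 also: 0% = plate median of test compound wells and 100% = 2 mM ZnCl2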
# V1aR counter: counter-screen for oxytocin receptor agonists: human V1a receptor agonists; P37288; CHO-V1R cells, Fluo-8 calcium fluorescence, agonist mode; 0% DMSO, 100% 3 nM vasopressin; activation, % at 3 µM; 320,000 compounds, 0.25% hits; AID 2797;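 active = activation above the mean activation of all tested compounds plus 3 SD, per screening run, cut at about 20% in these data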;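 also: signal is peak over basal fluorescence ratio across a 100 second FLIPR read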
# OXTR potentiator: human OXTR potentiation | CHO-OTR cells, Fluo-8 calcium fluorescence, potentiator mode; 0% = oxytocin EC15, 100% = EC100 | activation, % at 3 µM | 320,000 compounds, 0.061% hits;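 active = activation above that plate's cutoff, the mean activation of tested compounds plus 3 SD, cut at about 6.6% in these data, passing the limit was not always enough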;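 also: 100% uses oxytocin at 75 nM as the full agonist control; some results filed as inactive read as strong as hits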
#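 System: human OTR in CHO cells / Also added: sub-maximal oxytocin, roughly EC15 / Control set: EC15 oxytocin low, 75 nM oxytocin high / Schedule: 6 min compound pre-incubation at room temperature, 100 s kinetic read / Compound: single-point 3.0 µM / Replication: singlicate / Technique: Fluo-8 calcium dye fluorescence / Read-out basis: % activation of max/min ratio relative to oxytocin controls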
# MEKK2wt PB1 HTS: raises or lowers MEK5 binding to wildtype human MEKK2 PB1 domain; 290,000 compounds, 1.1% hits; bead flow cytometry, Alexa488-MEK5 binding to MEKK2 WT; actives lie on both sides; Q9Y2U5; binding response (% of control), % at 10 µM; in the data active = binding response below about 67% or above about 130%
# GalR3 antag: antagonists of human GalR3 | HEK293 GalR3-CNG cAMP membrane potential fluorescence; galR3 body fused to GalR1 C-terminus | inhibition, % at 3 µM | 360,000 compounds, 0.44% hits | AID 651719;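 active = inhibition above the screen-wide average plus 3 SD, cut at about 13% in these data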;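 also: forskolin and galanin both at EC90 stimulate the cells; cAMP rise reported by CNG channel membrane potential dye signal; 0% = forskolin plus galanin with DMSO and 100% = forskolin alone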
# Target sequence (O60755 1-299 limits assumed): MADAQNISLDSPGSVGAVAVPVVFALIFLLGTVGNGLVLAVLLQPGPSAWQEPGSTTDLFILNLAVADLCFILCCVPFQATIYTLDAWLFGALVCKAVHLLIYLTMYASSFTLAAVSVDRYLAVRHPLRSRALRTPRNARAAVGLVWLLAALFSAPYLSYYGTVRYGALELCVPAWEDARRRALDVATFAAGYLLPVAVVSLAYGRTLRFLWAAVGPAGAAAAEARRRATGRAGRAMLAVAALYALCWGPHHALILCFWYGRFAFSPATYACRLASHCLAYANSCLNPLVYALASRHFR
# * hit, by the source's call; . = not tested or not shown. Rows are unselected; about 4.1% have a hit in one of these screens.
SMILES,NALP1 yeast inh,GPR7 antag,MEKK2mut PB1 HTS,OXTR agonist,PfM18AAP inh,V1aR counter,OXTR potentiator,MEKK2wt PB1 HTS,GalR3 antag
CNC(=S)N/N=C/c1ccc(OCc2ccccc2)c(Br)c1,42,-13,3,-0.1,7,0.3,2,101,-3
CC(=O)Nc1ccc(NC(=O)Nc2ccccc2)cc1,7,1,10,-0.7,2,0.8,-10,109,-12
CC(C)NS(=O)(=O)c1ccc(CCC(=O)N2CCCC2)cc1,17,-4,-3,0.8,-1,1.7,-5,99,-4
CN(C)S(=O)(=O)c1cc(C(=O)O)c(NC2CCCCC2)cc1Cl,10,-2,2,-0.3,0,0.1,-3,98,-4
Cc1ccc2c(c1)[C@H]1[C@H](CO2)[C@H](c2ccccc2)[C@]2(C)C(=O)NCC(=O)N12,.,.,.,1.3,.,0.9,3,.,-5
Cc1cc(C)n(-c2nc3ccccc3nc2N2CCC(C)CC2)n1,3,-2,0,-1.8,-7,-1.6,7,94,-8
Cn1ccnc1C1CCCCN1Cc1nc(Cc2cccc(C(F)(F)F)c2)no1 (stereo not drawn),7,5,11,-0.2,3,0.5,0,101,-4
COc1ccc(CN2CCN(C(=O)c3cccs3)CC2)cc1Br,8,15,17,2.2,29*,2.9,-12,107,-3
COc1ccc(NC(=O)CN2CC(C)OC(C)C2)cc1Cl (stereo not drawn),16,-6,7,1.4,9,0.9,-4,99,0
Cc1ccc(-c2nnc(N)o2)cc1,28,-13,-1,-0.9,1,-0.1,2,93,-3
Cc1nn(Cc2ccc(Cl)cc2Cl)c(C)c1NC(=O)c1nc2n(n1)C(C(F)F)CC(C)N2 (stereo not drawn),14,13,3,.,-10,.,.,100,-7
O=C(NC1CC1)C1=C[C@H](C2CCCCC2)C[C@H](OCCCCO)O1,.,.,-6,0.2,.,-1.0,3,95,1
CN1CCN(/N=C/c2ccc(Br)cc2)CC1,-8,-12,-12,2.2,3,0.7,-21,78,-5
Cc1ccc(N(CC(O)CN2CCOCC2)S(=O)(=O)c2ccc([N+](=O)[O-])cc2)cc1 (stereo not drawn),25,-5,-3,0.8,-8,-0.3,-11,98,-9
Cc1cc(C)cc(OCC(=O)Nc2ccc(N3CCCC3)cc2)c1,24,-8,7,-0.5,14,-0.9,-12,109,.
CCNC1=C(Cl)C(=O)c2ccccc2C1=O,6,-4,1,-2.1,8,-1.5,-12,101,0
CCn1c(O)c(C=Nc2ccccc2)sc1=O,0,-7,-8,-0.8,-11,0.0,-20,91,-6
CC1(C)CC(=O)C2=C(C1)N(Cc1ccco1)C(=O)C2(NC(=O)c1ccc(Cl)cc1Cl)C(F)(F)F (stereo not drawn),-1,-6,8,-2.7,0,-1.3,2,110,-4
O=C(NC1CC1)C1CCN(C2CCN(C(=O)c3ccc(C(F)(F)F)cc3)CC2)CC1,16,3,7,1.4,-1,0.3,-1,100,-7
O=C(Nc1cc(C(F)(F)F)ccc1-n1cnc2ccccc21)c1ccccc1,33,-1,0,0.2,1,-0.1,8,105,-2

# Whole records, quoted from the list. Order of screens: NALP1 yeast inh, GPR7 antag, MEKK2mut PB1 HTS, OXTR agonist, PfM18AAP inh, V1aR counter, OXTR potentiator, MEKK2wt PB1 HTS, GalR3 antag
# Entry for O=C(Nc1cc(C(F)(F)F)ccc1-n1cnc2ccccc21)c1ccccc1 → 33, -1, 0, 0.2, 1, -0.1, 8, 105, -2
# Entry for CCn1c(O)c(C=Nc2ccccc2)sc1=O → 0, -7, -8, -0.8, -11, 0.0, -20, 91, -6
# Entry for CN1CCN(/N=C/c2ccc(Br)cc2)CC1 → -8, -12, -12, 2.2, 3, 0.7, -21, 78, -5

# New compounds follow:
SMILES,NALP1 yeast inh,GPR7 antag,MEKK2mut PB1 HTS,OXTR agonist,PfM18AAP inh,V1aR counter,OXTR potentiator,MEKK2wt PB1 HTS,GalR3 antag
Cc1noc(C)c1C(=O)OCC(=O)NCCc1ccc(S(N)(=O)=O)cc1,.,.,.,0.3,.,1.0,3,.,-4
COc1cc2nc(Nc3ccc(C)c(Cl)c3)nc(N)c2cc1OC,3,-19,50*,0.7,2,1.5,-9,181*,-12
CCc1nnc(NC(=O)CN2CCN(Cc3cccc(Cl)c3)CC2)s1,-2,-9,2,0.7,5,1.7,2,99,-10
C=CCN1C(=O)CSc2ccc(C(=O)NCCC3=CCCCC3)cc21,6,-3,7,4.9,1,5.6,-9,113,-6
Cc1ccc(CNC(=O)CCS(=O)(=O)c2ccc3c(c2)oc(=O)n3C)cc1,-3,-1,5,0.3,1,1.4,-2,102,-2
CC(=O)Nc1ccc(N2C(=O)c3ccc(S(=O)(=O)c4ccc(C(=O)O)cc4)cc3C2=O)cc1,1,-13,4,-0.4,-1,0.9,-1,104,0
COC(=O)CSC1=C(C#N)C(c2ccc(C(C)C)cc2)CC(=O)N1 (stereo not drawn),-7,0,18,0.5,4,0.8,-6,118,0
COc1cccc(C(=O)c2c[nH]c(C(=O)NCc3ccco3)c2)c1,32,0,5,-1.0,-1,-0.2,-11,102,-2
COc1ccc(CCN(C)C(=O)COc2ccc(C(=O)c3ccccc3)cc2)cc1OC,.,.,.,-0.8,.,0.0,-9,.,-4
CCCCCCCCCCCNC(=O)c1ccoc1C,0,-13,0,-0.2,2,0.2,-7,97,-2
CCOCCCNCc1cccc(OCc2ccc(F)cc2)c1,39,13,-2,0.9,1,0.7,0,111,-6
CCCN(C(=O)c1cccs1)c1nnc(-c2ccncc2)s1,-1,-13,.,4.5,1,1.8,-12,.,-2
O=S(=O)(Nc1ccc(-c2ccc3nncn3n2)cc1)c1ccc(Cl)s1,.,.,.,0.9,.,0.0,-12,.,0
COc1cc2cccc(OC)c(=O)c2c(OC)c1OC,-4,-2,3,0.1,-2,1.8,-6,108,-6
Cc1cc(NCCN2CCCCC2)n2c(nc3ccccc32)c1C#N,.,-3,4,.,-1,.,.,98,.
CC1CCC/C(=N\NC(=S)Nc2ccccc2)C1 (stereo not drawn),3,-6,-3,-2.1,10,-0.2,0,94,0
COC(=O)COc1ccc2c(=O)c(-c3ccccc3)coc2c1,10,2,-10,1.1,-2,2.1,-3,97,-5
COc1cc(NC(=O)c2ccc(OC)c([N+](=O)[O-])c2)ccc1NC(=O)c1ccco1,.,-9,-1,-1.7,-6,-0.7,-3,97,1
O=S(=O)(NCCc1ccc(Cl)cc1)c1cccs1,-2,-4,10,-0.9,-9,0.4,-7,106,-1
CNC(=S)N/N=C(\C)c1ccc(-n2ccnc2)cc1,-2,4,1,1.9,-4,0.9,-1,98,-3
O=C(OCc1ccc2c(c1)OCO2)c1ccc(S(=O)(=O)N2CCCCC2)cc1,.,-11,-1,-1.0,6,0.8,-7,97,0
COc1ccc(C2/C(=C(\O)c3ccc(OC)c(Cl)c3)C(=O)C(=O)N2CCN(C)C)cc1 (stereo not drawn),4,0,3,-0.1,-6,0.6,-8,114,-3
Cc1ccc(-n2c(-c3ccncc3)n[nH]c2=S)c(C)c1,-7,-3,-15,0.1,16,0.6,6,83,-4
CCOC(=O)c1cccc(S(=O)(=O)N2CCCC2)c1,26,-5,-2,-1.1,-4,-0.6,3,97,8
CCn1c(=O)cc(SCC(=O)N2CCOCC2)c2ccccc21,.,-20,5,0.0,-37,0.1,-8,107,-6
Cc1ccc(C(=O)N2CCOCC2)cc1S(=O)(=O)N1CCOCC1,7,-7,6,-0.3,1,1.4,-4,101,-2
CCOC(=O)c1c(CN2CCCCC2)n(C)c2cc(Br)c(O)cc12,-33,-4,1,0.3,10,1.4,-5,99,-8
CCC1C(=O)N=C(SCC(=O)Nc2ccccc2)NC1=O (stereo not drawn),-4,-16,3,1.1,0,0.1,-4,104,4
Nc1ccc2nc(NC(=O)C3CCCCC3)sc2c1,0,-2,-6,-1.7,0,0.0,-1,94,3
Cc1ccc2nsnc2c1S(=O)(=O)NCc1ccc2c(c1)OCO2,4,-3,3,0.2,3,-1.0,-3,98,-3
Nc1ncnc2c1cnn2C1CCCCC1,12,-15,-7,-1.3,-4,0.5,-6,98,-9
CCCNCC1COc2ccccc2O1 (stereo not drawn),45,1,0,0.7,4,-0.4,1,101,.
Cc1cccc(-n2c(SCC(=O)Nc3nnc(C)s3)nnc2-c2ccoc2C)c1,19,-4,3,-1.7,0,-1.4,-5,105,2
CCn1c(=O)n(CC)c2cc(N3CCCC3)c(NC(=O)c3ccccc3Br)cc21,13,3,-4,-1.9,22,-0.8,-8,101,0
O=C(CN(C(=O)c1csnn1)c1cccc(F)c1)NC1CCCC1,16,28*,-11,-0.3,9,-0.7,-5,94,-3
Cc1cc2n(c1)CCn1c(C)ccc1-2,16,4,11,-0.4,4,2.1,-1,104,.
O=C(NCc1ccccc1)c1ccc2c(=O)n3c(nc2c1)CCCCC3,10,8,2,-0.6,0,0.4,-3,98,-8
COc1ccc(/C(C)=N/NC(=O)CNC(=O)c2cccnc2)cc1OC,2,0,6,1.3,-4,0.2,1,108,-8
COc1ccc(-c2cc(C(=O)NNC(=O)c3csc(N4CCOCC4)n3)c3ccccc3n2)cc1OC,.,.,.,-0.2,.,1.4,-4,.,-2
CCNc1nc(NC(C)(C)C)nc(Oc2ccc(=O)n(-c3ccccc3)n2)n1,21,-15,4,-1.8,-3,-0.7,-14,105,4
COc1ccc(-c2nnc(NC(=O)c3ccco3)s2)cc1,28,8,1,4.5,-3,3.4,-11,106,-8
COc1ccc(NC(=O)C2CCCN(S(=O)(=O)c3cccnc3)C2)cc1 (stereo not drawn),1,-8,7,0.5,11,0.7,-4,113,-4
CCN1CCN(CC(=O)Nc2ccc(N(C)C)cc2)CC1,-9,-14,9,-0.1,-1,-0.1,-9,106,-9
COc1ccccc1NC(=O)c1c(Nc2ccccc2F)sc(C(=O)Nc2cccc(Cl)c2)c1N,26,10,3,7.7,-3,13,-6,107,-6
C[C@H](NC(=O)c1nc[nH]c1C(=O)NCC(=O)OCc1ccccc1)C(=O)OC(C)(C)C,18,-7,5,-2.5,-10,1.0,-7,104,1
CC(=O)Nc1ccc(S(=O)(=O)N2CCN(C(=O)N3CCCC3)CC2)cc1,-5,-10,2,-0.7,-9,-0.2,-10,99,-9
O=C(O)Cn1c(=O)cnc2ccccc21,4,-2,-9,0.5,4,0.9,-1,90,-3
Cc1cccc(C(=O)Nc2c(C#N)c(C)c(C)n2Cc2ccccc2)c1,31,-11,13,-1.4,2,-0.9,4,101,1
Cc1oc(-c2ccc(Cl)cc2)nc1CN1CCCC(C(=O)NC2CC2)C1 (stereo not drawn),11,-3,5,0.5,-5,1.9,-4,106,-8
CC1CN(c2cc(=O)n(-c3cccc(Br)c3)c(=O)[nH]2)CC(C)O1 (stereo not drawn),.,.,5,0.2,.,0.6,-8,108,.

# Continued:
SMILES,NALP1 yeast inh,GPR7 antag,MEKK2mut PB1 HTS,OXTR agonist,PfM18AAP inh,V1aR counter,OXTR potentiator,MEKK2wt PB1 HTS,GalR3 antag
Cc1ccc(NC(=O)CSc2nc(NS(=O)(=O)c3ccc(C)cc3)cc(=O)[nH]2)cc1,9,-3,2,-0.6,10,-0.2,-4,103,-2
COCCNC(=O)c1cc(S(=O)(=O)N2CCOCC2)ccc1SCc1cccc(OC)c1OC,0,-2,-2,1.1,17,0.4,-12,98,0
CCCN1Cc2cccc(C(=O)Nc3ccc(S(=O)(=O)N4CCCCCC4)cc3)c2C1=O,3,-7,-1,.,3,.,.,96,-8
CC(=O)NC1=NN(C(C)=O)C2(CCCCC2)S1,5,-16,3,0.5,-5,3.3,-3,96,-1
